SSB-PriA inh = inhibitors of Klebsiella pneumoniae PriA binding to SSB C-terminal tail | AlphaScreen SSBct-PriA binding, biotinylated peptide | inhibition, % at 33 µM | actives 0.6% (n = 430,000); in the data active = inhibition mostly above about 37%, no sharp cut-off; inactive = mostly below about 20%;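 note: plate controls were negative control peptide for no effect and reference peptide for full effect; strong numbers were not always called active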
CCHF vOTU inh = CCHFV vOTU protease inhibition | Pep-AMC fluorescence | inhibition, % at 11.5 µM | actives 0.55% (n = 370,000); in the data active = inhibition above about 30%; note: 0% = vehicle wells with enzyme and 100% = no enzyme wells
Yp Topo-I inh = inhibitors of Yersinia pestis topoisomerase I | Y. pestis Topo-I cleavage product accumulation, plate reader | actives 0.064% (n = 360,000) | AID 504884 | activity, % at 10 µM; in the data active = activity above about 50%, passing the limit was not always enough; inconclusive = no clear call, values can overlap the other calls; note: inactives centre near 2
Anthrax LF prot = anthrax lethal factor protease inhibition; multiplex microsphere protease cleavage assay, LF; inhibition, % at 10 µM; actives 0.12% (n = 360,000); AID 588501; note: plate controls were buffer without enzyme for full effect and enzyme alone for no effect
Target sequence (P15917 whole entry, looked up): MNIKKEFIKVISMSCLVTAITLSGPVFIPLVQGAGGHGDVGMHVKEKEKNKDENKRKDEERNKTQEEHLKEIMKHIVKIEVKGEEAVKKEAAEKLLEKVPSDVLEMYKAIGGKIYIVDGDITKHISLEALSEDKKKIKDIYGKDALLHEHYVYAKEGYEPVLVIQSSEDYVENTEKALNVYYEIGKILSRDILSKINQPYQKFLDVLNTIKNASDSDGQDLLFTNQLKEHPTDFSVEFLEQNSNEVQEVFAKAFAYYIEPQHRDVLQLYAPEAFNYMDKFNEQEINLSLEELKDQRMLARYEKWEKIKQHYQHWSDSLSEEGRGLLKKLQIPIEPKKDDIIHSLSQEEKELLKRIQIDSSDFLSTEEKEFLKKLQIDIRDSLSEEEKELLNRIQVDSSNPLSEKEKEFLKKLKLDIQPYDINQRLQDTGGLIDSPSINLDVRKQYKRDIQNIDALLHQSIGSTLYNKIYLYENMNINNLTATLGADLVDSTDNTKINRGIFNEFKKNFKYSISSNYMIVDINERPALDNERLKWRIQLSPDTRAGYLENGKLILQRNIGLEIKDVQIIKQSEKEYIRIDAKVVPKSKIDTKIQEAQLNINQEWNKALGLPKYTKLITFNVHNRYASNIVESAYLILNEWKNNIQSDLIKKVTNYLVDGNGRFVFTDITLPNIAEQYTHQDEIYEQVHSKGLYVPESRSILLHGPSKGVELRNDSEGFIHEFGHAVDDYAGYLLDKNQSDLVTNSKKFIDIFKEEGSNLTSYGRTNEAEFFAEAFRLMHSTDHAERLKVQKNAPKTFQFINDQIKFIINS
BoNT A protease = blocks Botulinum neurotoxin A light chain protease; inhibition, % at 10 µM; multiplex microsphere protease substrate cleavage, flow cytometry; AID 588499; actives 0.17% (n = 360,000); note: plate controls were buffer without enzyme for full effect and enzyme alone for no effect
VHR inh abs = inhibitors of human VHR1 phosphatase (DUSP3) | recombinant VHR phosphatase, pNPP absorbance | inhibition, % at 13.3 µM | actives 0.52% (n = 290,000) | AID 1654; in the data active = inhibition above about 50%; note: some compounds called inactive have numbers as strong as hits
Target sequence (P51452 whole entry, looked up): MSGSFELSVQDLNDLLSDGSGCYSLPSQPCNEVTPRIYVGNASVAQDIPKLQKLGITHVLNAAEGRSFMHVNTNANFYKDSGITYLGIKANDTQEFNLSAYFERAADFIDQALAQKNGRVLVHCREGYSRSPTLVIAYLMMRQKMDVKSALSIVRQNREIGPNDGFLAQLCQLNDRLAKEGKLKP
PfHsp40 yeast = restores yeast growth despite PfHsp40 toxicity; AID 504582; growth rescue, % at 12.5 µM; actives 0.68% (n = 340,000); S. cerevisiae expressing PfHsp40, growth rescue, ATP luminescence; in the data active = growth rescue above about 28%, passing the limit was not always enough; inconclusive = no clear call, values can overlap the other calls;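 note: yeast W303a lacking pdr1 and pdr3 grown in galactose medium; growth measured after three days at 30 °C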
SARS 3CLpro inh = SARS-CoV 3CLpro protease inhibition; recombinant SARS-CoV 3CLpro, quenched FRET peptide cleavage; inhibition, % at 6 µM; actives 0.14% (n = 290,000); P0C6X7; in the data active = inhibition above about 12%
Vc quorum ag = inducers of Vibrio cholerae quorum light production without autoinducers; V. cholerae BH1578 lux reporter, luminescence, 6 h; activation, % at 18.7 µM; actives 0.16% (n = 350,000); in the data active = activation mostly above about 9.7%, no sharp cut-off; inconclusive = no clear call, values can overlap the other calls; inactive = mostly below about 3.7%; note: not every result past the cut was called active; inactives centre near 0; reference of the scale not given here
TcdB GH inh = TcdB glycohydrolase inhibition. P18177. TcdB glycohydrolase enzymatic assay, plate reader. inhibition, % at 9.99 µM. actives 0.24% (n = 350,000). AID 652162; in the data active = inhibition above about 10%
The depositor's hits bear a star; & = joins results of further samples. Cut-off read from the data, not from the text of the source, unless noted: active = inhibition above about 30%; inconclusive = no clear call, values can overlap the other calls; inactive = below that. Some of the compounds tested. The share of hits here may be higher or lower than overall.

For Cc1nn(-c2ccccc2)c(C)c1C(=O)NCc1cccs1 the results were SSB-PriA inh -2.8, CCHF vOTU inh -11.7, Yp Topo-I inh -4.8, Anthrax LF prot 1.6, BoNT A protease 0.3, VHR inh abs -1.5, PfHsp40 yeast 0.1, SARS 3CLpro inh -5.6 and Vc quorum ag -0.1.
Screening Cc1cccc(S(=O)(=O)N(C)C[C@@H]2OCc3cn(nn3)CCCC(=O)N([C@@H](C)CO)C[C@H]2C)c1 returned CCHF vOTU inh -2.9, Yp Topo-I inh 7.4, Anthrax LF prot -3.6, BoNT A protease 0.2, Vc quorum ag -0.2 and TcdB GH inh 0.9&-1.8.
CN(CC1COc2ccccc2O1)C(=O)CSc1ncccn1 (stereo unspecified) was read as SSB-PriA inh -13.7, CCHF vOTU inh 18.9, Yp Topo-I inh 2.6, Anthrax LF prot -5.2, BoNT A protease 0.8, PfHsp40 yeast -0.2, Vc quorum ag inactive and TcdB GH inh 0.7.
`Cc1ccc(C(=O)NCC(=O)NC2CCCCCC2)cc1` gave SSB-PriA inh -16.0, CCHF vOTU inh -0.9, Yp Topo-I inh -0.6, Anthrax LF prot 0.7, BoNT A protease -1.9, VHR inh abs -22.4, PfHsp40 yeast -2.0, SARS 3CLpro inh 1.5, Vc quorum ag 2.8 and TcdB GH inh 0.7.
For COc1cc(/C=N/n2c(C3CCCCC3)n[nH]c2=S)ccc1O the results were CCHF vOTU inh 31.3*, Yp Topo-I inh 0.9, Anthrax LF prot -10.2, BoNT A protease -1.5, VHR inh abs 58.2*, PfHsp40 yeast -0.2, SARS 3CLpro inh 1.9, Vc quorum ag inactive and TcdB GH inh 0.9.
For Cc1ccc(S(=O)(=O)N2CCCC2C(=O)NC2=NCCS2)cc1 (stereo unspecified) the results were SSB-PriA inh -0.8, CCHF vOTU inh 11.6, Yp Topo-I inh 1.5, Anthrax LF prot 0.6, BoNT A protease 0.5, VHR inh abs 24.9, PfHsp40 yeast -1.6, SARS 3CLpro inh 3.0 and Vc quorum ag 1.0.
CCOc1ccc(NC(=O)CCNS(=O)(=O)c2cccc3nsnc23)cc1 was read as SSB-PriA inh -4.7, CCHF vOTU inh -3.3, Yp Topo-I inh 1.1, Anthrax LF prot -0.2, BoNT A protease -0.2, VHR inh abs 26.0, PfHsp40 yeast -0.4, SARS 3CLpro inh 3.3, Vc quorum ag -0.4 and TcdB GH inh -0.7.
CC(C)=CCC/C(C)=C/CNC(=O)CC1C[C@H](C(=O)N2CCCCC2)[C@@]2(C)c3[nH]c4ccccc4c3CCN2C1=O (stereo partly specified) was read as SSB-PriA inh -11.7, CCHF vOTU inh 21.5, Yp Topo-I inh 13.2, Anthrax LF prot -1.2, BoNT A protease 0.0, PfHsp40 yeast 0.3, Vc quorum ag inactive and TcdB GH inh 2.0.
CN(Cc1nc(C(c2ccccc2)c2ccccc2)no1)CC1COCCO1 (stereo unspecified) was read as SSB-PriA inh -12.5, CCHF vOTU inh 0.5, Yp Topo-I inh -1.2, Anthrax LF prot -5.1, BoNT A protease 0.6, VHR inh abs 39.3, PfHsp40 yeast -1.6, SARS 3CLpro inh 2.6, Vc quorum ag inactive and TcdB GH inh 1.1.
COc1ccccc1/C=C/c1nc(C#N)c(N(C)C)o1 was read as SSB-PriA inh -1.5, CCHF vOTU inh -340.5, Yp Topo-I inh -0.2, Anthrax LF prot 6.2, BoNT A protease -2.9, VHR inh abs 9.2, PfHsp40 yeast 0.1, SARS 3CLpro inh -5.5, Vc quorum ag inactive and TcdB GH inh 0.4.
COc1ccc(OC)c(S(=O)(=O)N2CCCCCC2)c1 was read as SSB-PriA inh -11.9, CCHF vOTU inh 2.1, Yp Topo-I inh -12.1, Anthrax LF prot -0.6, BoNT A protease -0.1, VHR inh abs 5.5, PfHsp40 yeast -0.5, SARS 3CLpro inh 0.8 and Vc quorum ag -0.6.
CC(NC(=O)c1cc2cc(Br)ccc2oc1=N)c1ccccc1 (stereo unspecified) was read as SSB-PriA inh 3.2, CCHF vOTU inh 2.0, Yp Topo-I inh 0.7, Anthrax LF prot -1.7, BoNT A protease -0.3, VHR inh abs 22.9, PfHsp40 yeast 1.0, SARS 3CLpro inh 0.5, Vc quorum ag -0.3 and TcdB GH inh 1.8.
Screening CCOC(=O)c1ccccc1NC(=O)COC(=O)c1ccccc1C(=O)N(C)c1ccccc1 returned SSB-PriA inh -13.1, CCHF vOTU inh 5.9, Yp Topo-I inh 14.4, Anthrax LF prot inconclusive, BoNT A protease inconclusive, PfHsp40 yeast 13.0, Vc quorum ag 0.7 and TcdB GH inh 1.5.
CCOCCOC(=O)c1[nH]c2c(c1C)C(=O)CC(c1ccc(OC)c(OC)c1)C2 (stereo unspecified) was read as SSB-PriA inh -7.2, CCHF vOTU inh 4.5, Yp Topo-I inh -1.0, Anthrax LF prot -4.3, BoNT A protease -0.4, VHR inh abs 20.7, PfHsp40 yeast 2.2, SARS 3CLpro inh -8.7, Vc quorum ag inactive and TcdB GH inh 0.1.
For CCc1cc(CNC(=O)c2ccc(OC3CCN(CCc4ccccc4)CC3)cc2)on1 the results were SSB-PriA inh -6.7, CCHF vOTU inh -0.9, Yp Topo-I inh 8.5, Anthrax LF prot 0.3, BoNT A protease 1.8, VHR inh abs 9.1, PfHsp40 yeast -0.6, SARS 3CLpro inh -4.8, Vc quorum ag -1.0 and TcdB GH inh 1.3.
For COc1ccc(C2OC(=O)CC2C(=O)NCc2ccc(Cl)cc2)cc1OC (stereo unspecified) the results were SSB-PriA inh -9.8, CCHF vOTU inh 7.4, Yp Topo-I inh -11.5, Anthrax LF prot -5.2, BoNT A protease -0.3, VHR inh abs 36.0, PfHsp40 yeast -0.5, SARS 3CLpro inh 6.8, Vc quorum ag -0.2 and TcdB GH inh 0.5.
COc1cccc(/C=c2\sc3nc(-c4cccs4)nn3c2=O)c1OC was read as CCHF vOTU inh -7.0, Yp Topo-I inh -2.5, Anthrax LF prot -7.4, BoNT A protease -0.4, VHR inh abs -8.9, PfHsp40 yeast 0.4, SARS 3CLpro inh 4.0 and Vc quorum ag -0.3.
`CCCn1c2ccccc2c2cnn(CC(=O)NC3CCCCC3)c(=O)c21` gave SSB-PriA inh -8.9, CCHF vOTU inh 17.0, Yp Topo-I inh 20.0, Anthrax LF prot -1.7, BoNT A protease -1.2, VHR inh abs 2.3, PfHsp40 yeast 3.4, SARS 3CLpro inh -3.3, Vc quorum ag inactive and TcdB GH inh 1.9.
For COc1ccc(C)cc1NS(=O)(=O)c1cc(C)ccc1C the results were SSB-PriA inh -9.9, CCHF vOTU inh -4.8, Yp Topo-I inh -2.0, Anthrax LF prot 0.3, BoNT A protease inconclusive, VHR inh abs 11.9, PfHsp40 yeast -0.6, SARS 3CLpro inh 1.1 and Vc quorum ag -0.2.
N/C(=N\N=C\c1ccco1)SC1CC(=O)N(c2ccc(C(=O)O)cc2)C1=O (stereo unspecified) was read as CCHF vOTU inh 13.7, Yp Topo-I inh -3.3, Anthrax LF prot -1.1, BoNT A protease -0.6, VHR inh abs 40.9, PfHsp40 yeast -0.1, SARS 3CLpro inh -0.5, Vc quorum ag inactive and TcdB GH inh 0.9.
`COc1ccc(C2CCCN2C(=O)Nc2ccc(C)c(C)c2)cc1OC` (stereo unspecified) gave SSB-PriA inh -10.2, CCHF vOTU inh -8.8, Yp Topo-I inh 19.0, Anthrax LF prot 5.9, BoNT A protease -0.3, VHR inh abs 29.2, PfHsp40 yeast 0.4, SARS 3CLpro inh 3.1, Vc quorum ag -0.2 and TcdB GH inh 1.0.
Screening CC(C)CN(CC(C)C)S(=O)(=O)N1CCC(C(=O)NCc2ccco2)CC1 returned SSB-PriA inh -10.7, CCHF vOTU inh -8.4, Yp Topo-I inh 0.8, Anthrax LF prot -3.5, BoNT A protease -1.4, VHR inh abs 17.7, PfHsp40 yeast 0.6, SARS 3CLpro inh 3.5, Vc quorum ag -0.4 and TcdB GH inh 0.9.
For Cc1cccnc1NC(=S)NC(=O)c1cccs1 the results were SSB-PriA inh -9.7, CCHF vOTU inh -10.6, Yp Topo-I inh -5.0, Anthrax LF prot -0.7, BoNT A protease -0.2, VHR inh abs 23.7, PfHsp40 yeast -1.3, SARS 3CLpro inh 0.7, Vc quorum ag inactive and TcdB GH inh 3.4.
Screening Cc1noc(C)c1C(=O)OCC(=O)Nc1ccccc1Oc1ccccc1 returned SSB-PriA inh -9.2, CCHF vOTU inh 17.9, Yp Topo-I inh -1.6, Anthrax LF prot -0.4, BoNT A protease -0.2, VHR inh abs 10.8, PfHsp40 yeast -1.3, SARS 3CLpro inh 3.4 and Vc quorum ag 5.3.
Screening [O-][n+]1onc2c1CCc1nnc(-c3ccccc3)cc1-2 returned SSB-PriA inh -5.5, CCHF vOTU inh 2.7, Yp Topo-I inh 0.1, Anthrax LF prot 3.4, BoNT A protease 0.1, VHR inh abs 9.6, PfHsp40 yeast -0.4, SARS 3CLpro inh 0.0 and Vc quorum ag inactive.
COc1cccc(CN2CCN(Cc3ccc(O)c(OC)c3)CC2CCO)c1 (stereo unspecified) was read as SSB-PriA inh 2.5, CCHF vOTU inh 3.3, Yp Topo-I inh -8.9, Anthrax LF prot -0.1, BoNT A protease -0.2, VHR inh abs 11.1, PfHsp40 yeast 5.2, SARS 3CLpro inh -4.6, Vc quorum ag -0.1 and TcdB GH inh 1.0.
CC(C)N1CCN(C(=O)c2ccc(NC(=O)c3ccc(Br)o3)cc2)CC1 was read as SSB-PriA inh -15.4, CCHF vOTU inh 1.9, Yp Topo-I inh 12.1, Anthrax LF prot -0.6, BoNT A protease -0.7, PfHsp40 yeast -1.1, Vc quorum ag 0.5 and TcdB GH inh 0.4.
For Cc1csc(C(C)NC(=O)c2ccc(OC3CCN(CCc4ccccc4)CC3)cc2)n1 (stereo unspecified) the results were SSB-PriA inh 8.1, CCHF vOTU inh 16.1, Yp Topo-I inh 17.6, Anthrax LF prot -2.8, BoNT A protease -1.1, VHR inh abs 23.9, PfHsp40 yeast -1.2, SARS 3CLpro inh -6.2, Vc quorum ag -0.4 and TcdB GH inh 1.7.
`Cc1cccc(C)c1NC(=O)NCCCN1CCN(c2ccccc2)CC1` gave SSB-PriA inh 9.8, CCHF vOTU inh -2.7, Yp Topo-I inh 5.8, Anthrax LF prot -3.3, BoNT A protease -0.5, VHR inh abs 7.2, PfHsp40 yeast -0.8, SARS 3CLpro inh -0.8, Vc quorum ag inactive and TcdB GH inh 2.1.
Screening COc1ccc(Cl)cc1NC(=O)CN(C)C(=O)C1CC1 returned SSB-PriA inh -21.3, CCHF vOTU inh 6.0, Yp Topo-I inh 0.6, Anthrax LF prot 0.0, BoNT A protease -0.5, PfHsp40 yeast -1.7, Vc quorum ag -1.2 and TcdB GH inh 2.4.
`COC(=O)c1ccc(CSc2nnc(-c3ccncc3)n2Cc2ccccc2)o1` gave SSB-PriA inh -22.9, CCHF vOTU inh 4.4, Yp Topo-I inh 4.5, Anthrax LF prot -4.1, BoNT A protease 1.3, VHR inh abs -27.4, PfHsp40 yeast -0.6, SARS 3CLpro inh 1.2 and Vc quorum ag 7.9.
COc1ccc(NS(=O)(=O)c2ccc(OC)c(NC(=O)CCC3CCCCC3)c2)cc1 was read as SSB-PriA inh -11.6, CCHF vOTU inh 13.5, Yp Topo-I inh 2.4, Anthrax LF prot -1.8, BoNT A protease -0.1, VHR inh abs -1.8, PfHsp40 yeast 0.5, SARS 3CLpro inh 3.7 and Vc quorum ag -0.2.
COc1cccc(CN2C(=O)c3ccccc3C2C(=O)NCC2CCCO2)c1 (stereo unspecified) was read as SSB-PriA inh -5.8, CCHF vOTU inh 14.4, Yp Topo-I inh 8.5, Anthrax LF prot -10.4, BoNT A protease -2.0, VHR inh abs 28.5, PfHsp40 yeast -0.4, SARS 3CLpro inh -4.0 and Vc quorum ag inactive.

Source: PubChem
